hcGAS inh = human cGAS inhibition; inhibition, % at 12.5 µM; recombinant h-cGAS, ATP depletion, Kinase-Glo luminescence; AID 1259398; 290,000 tested, 0.081% active; Q8N884;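 further: 0% = vehicle reaction and 100% = reaction without DNA for no activity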
Target sequence (Q8N884 whole entry, looked up): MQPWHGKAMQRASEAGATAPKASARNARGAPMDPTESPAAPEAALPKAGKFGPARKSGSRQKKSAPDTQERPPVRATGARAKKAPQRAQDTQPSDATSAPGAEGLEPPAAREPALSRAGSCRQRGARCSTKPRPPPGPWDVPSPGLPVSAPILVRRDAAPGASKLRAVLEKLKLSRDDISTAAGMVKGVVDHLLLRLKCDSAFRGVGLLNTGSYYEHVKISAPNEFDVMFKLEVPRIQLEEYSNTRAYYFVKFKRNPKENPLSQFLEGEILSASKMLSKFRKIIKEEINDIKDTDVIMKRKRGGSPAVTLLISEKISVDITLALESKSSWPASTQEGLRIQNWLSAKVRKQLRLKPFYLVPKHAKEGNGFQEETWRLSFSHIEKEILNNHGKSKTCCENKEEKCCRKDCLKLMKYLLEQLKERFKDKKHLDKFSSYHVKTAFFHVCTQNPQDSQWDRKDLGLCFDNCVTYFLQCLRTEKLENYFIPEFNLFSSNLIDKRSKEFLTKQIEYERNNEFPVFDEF
mcGAS lum = mouse cGAS inhibition by luminescence; recombinant cGAS, Kinase-Glo ATP depletion luminescence; Q8C6L5; 160,000 tested, 0.15% active; inhibition, % at 12.5 µM;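 further: 0% = negative control wells and 100% = reference inhibitor with no enzyme activity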
NPYLR7 agonist = activates Aedes aegypti NPYLR7 receptor; HEK293T NPYLR7/Galpha15, GCaMP6s calcium fluorescence; activation, % at 10 µM; 270,000 tested, 0.15% active; AID 1259423; in the data active means activation above about 40%;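 further: 0% = vehicle and 100% = reference agonist at the receptor; some compounds past the cut are filed as inactive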
The depositor's hits bear a star; · = no result given; & = joins results of further samples. Unless noted, no stated cut-off is given here; in the data, active means inhibition above about 40%; inactive means the rest.

| smiles | hcGAS inh | mcGAS lum | NPYLR7 agonist |
| --- | --- | --- | --- |
| CCCN(CCC)C(=O)Cn1nc(CC)n2c(cc3sc(C)cc32)c1=O | -4 | -4 | 8 |
| Cc1cc(C(=O)N2CCOC(c3ccc(F)cc3)C2)n[nH]1 (stereo not drawn) | -7 | · | -5 |
| COCCN1CCCN(C(=O)C(C)(C)c2cccc(C#N)c2)CC1 | -1 | · | 3 |
| O=C1NCC2(CCCN(C(=O)c3cnc4ccccc4c3)CC2)O1 (stereo not drawn) | -11 | · | 6 |
| Cc1cccc(OCC(=O)Nc2cc(-c3cccs3)nn2-c2nc(C)c(C)c(=O)[nH]2)c1 | -10 | · | 2 |
| Cc1ccc(-n2nc(C(=O)NCC(C)C)c(=O)n(Cc3ccccc3C)c2=O)cc1C | 1 | 0 | -1 |
| COCCOC(=O)N(Cc1ccccc1)[C@@H]1C[C@@H]2CO[C@H](c3ccccc3)C[C@@H]2C1 | -8 | -11 | 18 |
| CCOC(=O)CN(C(=O)c1ccc(CC)s1)C(C)C | 5 | · | 3 |
| COCCCN(CC(=O)N(CCc1c[nH]c2ccccc12)Cc1ccc(C(F)(F)F)cc1)C(=O)c1cccc(Br)c1 | -15 | -6 | -10 |
| COc1cc(-c2nn(-c3cccc(F)c3)c(OC(C)=O)c2-c2ccc(NC(=O)c3cccs3)cc2)cc(OC)c1OC | 6 | -3 | 1 |
| O=C(CN1CN(c2ccccc2)C2(CCN(C(=O)COc3ccccc3)CC2)C1=O)NCc1ccco1 | 2 | -1 | -9 |
| CC(=O)Nc1ccc(NS(=O)(=O)c2cn(C)c(=O)n(C)c2=O)cc1 | -9 | -6 | 1 |
| CSCCNC(=O)c1c(C)noc1-c1ccccc1C | -4 | -7 | 28 |
| CCCc1nc(N2CCCN(C(=O)C(C)(C)CCl)CC2)c2c(C)nn(-c3ccc(F)cc3)c2n1 | -3 | -8 | -7 |
| Cc1ccc(-n2nc(-c3c(C)nc4c(OCc5ccc([N+](=O)[O-])cc5)cccn4c3=O)cc2C)c(C)c1 | -3 | -3 | · |
| CN(Cc1ccco1)c1nc(-c2ccccc2F)nc2ccccc12 | 0 | -6 | 0 |
| CCn1cc(NC(=O)NCCCOC(C)C)c2ccccc21 | -3 | -9 | 5 |
| CCONC(=O)CS(=O)(=O)Cc1ccc(Br)cc1F | -10 | -16 | 13 |
| O=C(NCc1ccco1)c1cccc(Nc2c(Oc3ccc4c(c3)CCC4)cnn(-c3cccc(Cl)c3)c2=O)c1 | 4 | -4 | · |
| CC1=C(C(N)=O)C(c2ccc(Cl)cc2)n2nc(CCCO)nc2N1 (stereo not drawn) | -6 | · | 9 |

Grouped by structure: those above with a furan ring, fused or not
| smiles | hcGAS inh | mcGAS lum | NPYLR7 agonist |
| --- | --- | --- | --- |
| O=C(CN1CN(c2ccccc2)C2(CCN(C(=O)COc3ccccc3)CC2)C1=O)NCc1ccco1 | 2 | -1 | -9 |
| CN(Cc1ccco1)c1nc(-c2ccccc2F)nc2ccccc12 | 0 | -6 | 0 |
| O=C(NCc1ccco1)c1cccc(Nc2c(Oc3ccc4c(c3)CCC4)cnn(-c3cccc(Cl)c3)c2=O)c1 | 4 | -4 | · |

Back to the main list with the two entries that preceded the break.
| smiles | hcGAS inh | mcGAS lum | NPYLR7 agonist |
| --- | --- | --- | --- |
| O=C(NCc1ccco1)c1cccc(Nc2c(Oc3ccc4c(c3)CCC4)cnn(-c3cccc(Cl)c3)c2=O)c1 | 4 | -4 | · |
| CC1=C(C(N)=O)C(c2ccc(Cl)cc2)n2nc(CCCO)nc2N1 (stereo not drawn) | -6 | · | 9 |
| Cc1ccc(OCC2CCCN(C(=O)c3ccc(-n4cnnc4)cc3)C2)cc1 (stereo not drawn) | -4 | · | 13 |
| CN(CC1CCOCC1)C(=O)CC1C(=O)NCCN1Cc1cccc(Oc2ccccc2)c1 (stereo not drawn) | -3 | · | -1 |
| CCCNC(=O)CSC1=NS(=O)(=O)c2ccccc2N1 | -4 | -8 | -6 |
| CCNc1cc(C)nc(N2CCN(C(=O)CCc3ccccc3)CC2)n1 | -13 | · | 10 |
| CCOc1ccccc1N1CCN(C(=O)c2cc(-c3ccccc3OC)nc3cc(-c4ccccc4)nn23)CC1 | -2&-3 | -7&-6 | 21&-9 |
| O=C1CCC(c2ccc(-n3ccnc3)cc2)=NN1 | 3 | -1 | -6 |
| CCc1ccc(NC(=O)Nc2ccc(N(C)C)c(C(=O)NCc3ccccc3)c2)cc1 | -5 | -6 | 35 |
| O=C(O)CCC(CNS(=O)(=O)c1ccc(Cl)s1)C(F)(F)F (stereo not drawn) | -4 | · | 6 |
| COc1cccc(Cc2nsc(Oc3cc(C(=O)N4CCN(c5cccc(Cl)c5)CC4)ccc3C)n2)c1 | 6 | 1 | -5 |
| COc1ccc(/C=C2\C=C(c3ccccc3)N(c3ccc(Nc4ccccc4)cc3)C2=O)cc1 | -5 | -5 | -2 |
| NC(=O)Cn1c(CSc2nnc(C3CC3)n2C2CC2)nc2ccccc2c1=O | 3 | · | 1 |
| CN(C1CCCCC1)S(=O)(=O)N1CCCC(C(=O)O)C1 (stereo not drawn) | -9 | -5 | 2 |
| COCc1cc(N2CCN(C/C=C/c3ccccc3)CC2)nc(SCc2cccc(C(=O)N3CCCC3)c2)n1 | -2 | -3 | 5 |
| Cc1ccc(C)c(Cn2cnc3c(cnn3C3CCS(=O)(=O)C3)c2=O)c1 (stereo not drawn) | -8 | · | 8 |
| Cc1ccc(C(=O)NC(C)c2cnn(-c3cccc(C(F)(F)F)c3)c2C)cn1 (stereo not drawn) | -12 | · | -2 |
| Cc1nc(N)nc(C)c1CC(=O)N1CCOC(C(F)(F)F)C1 (stereo not drawn) | -4 | · | 2 |
| CCOC(=O)c1cnc(-c2ccc(OC)c(OC)c2)nc1N1CCSCC1 | -7 | -6 | 17 |
| CC(Cc1ccc(Cl)cc1)NC(=O)c1nccnc1N (stereo not drawn) | -8&-10 | · | 15&5 |
| CC(c1ccccc1)N1CCC(NCC2(c3ccccc3)CCOCC2)C1 (stereo not drawn) | -4 | · | 1 |
| O=C(N=Nc1c(O)[nH]c2ccccc12)c1cc(C23CC4CC(CC(C4)C2)C3)[nH]n1 | -1 | -6 | 10 |
| CN1C(=O)C(CC(=O)NCCn2cncn2)(Cc2ccccc2)c2ccccc21 (stereo not drawn) | -6 | -13 | 6 |
| CC1CN(CCC(=O)NC(c2ccccn2)C(F)(F)F)Cc2cc(Cl)ccc2O1 (stereo not drawn) | -4 | -24 | 6 |
| COc1ccc(Cn2c(-c3cc(C(F)(F)F)ccc3F)nc3ccccc3c2=O)c(OC)c1 | -8 | -12 | -1 |
| C/C=C/c1c(F)c(F)c(Oc2ccccc2C=O)c(F)c1F | -3 | -5 | -3 |
| CSc1ccc2c(C)cc(NCCNC(C)=O)nc2c1 | -7 | · | -1 |
| COC(=O)c1ccc(C2NN(C)C3C(=O)NC(=O)C23)cc1 (stereo not drawn) | -4 | -7 | -1 |
| CCCCc1ccc(C(=O)Nc2ccc(N3CCc4ccccc4C3)c(C(=O)N3CCCC3)c2)cc1 | -1 | -5 | 1 |
| CC1CCc2[nH]c3ccc(C(=O)N4CCNC(=O)C4)cc3c2C1 (stereo not drawn) | -9 | · | 4 |
| Cc1ccc(F)cc1-n1c(C2CC2)n[nH]c1=O | -7 | -19 | 2 |
| Cc1nc(CCNC(=O)[C@H]2CCC[C@@H](O)C2)nc2c1CCC2 | 0 | -2 | · |
| COc1cccc(NC(=O)N2CCSC2c2cccc(Oc3ccccc3)c2)c1 (stereo not drawn) | -9 | -6 | -4 |
| O=C(Cn1cncn1)NC1(c2ccc(Cl)cc2)CCC1 | -11 | · | 4 |
| N#Cc1ccccc1N=Cc1nc(-c2cccc3ccccc23)oc1O | -8 | · | -3 |
| COc1ccc(C)c2sc(NC(=O)c3ccccc3SC)nc12 | -13 | · | 2 |
| CC(Sc1nc(N)nc(N)n1)C(=O)NC1(C#N)CCCCC1 (stereo not drawn) | -7 | -9 | -3 |
| CC(=O)Nc1ccc(-c2nnc3ccc(-c4cncc5ccccc45)cn23)cc1 | -5 | -10 | 7 |
| CCOc1ccc2ccccc2c1C(=O)N1CCC(c2ccc(F)cc2)CC1 | -10 | -5 | 1 |
| COc1cccc(-c2ccc(NC(=O)C3CCCN3C(=O)c3ccco3)cc2)c1 (stereo not drawn) | 0 | -2 | -3 |
| COC(=O)c1cc(C(=O)OC)cc(S(=O)(=O)Nc2ccc(Br)cc2C)c1 | -5 | · | 20 |
| CN(C)C(=O)c1nnc2n1CCN(Cc1cccc(O)c1)C2 | -3 | · | 1 |

As entered above:
NPYLR7 agonist, CCOc1ccc2ccccc2c1C(=O)N1CCC(c2ccc(F)cc2)CC1 : 1
mcGAS lum, COCc1cc(N2CCN(C/C=C/c3ccccc3)CC2)nc(SCc2cccc(C(=O)N3CCCC3)c2)n1 : -3
NPYLR7 agonist, NC(=O)Cn1c(CSc2nnc(C3CC3)n2C2CC2)nc2ccccc2c1=O : 1

(list continues)
| smiles | hcGAS inh | mcGAS lum | NPYLR7 agonist |
| --- | --- | --- | --- |
| CC(OC(=O)c1ccccc1C(=O)N(C)c1ccccc1)C(N)=O (stereo not drawn) | -7 | -12 | 7 |
| COc1ccccc1C(C)NC(=O)[C@@H]1Cc2ccccc2N1C(C)=O (stereo partly drawn) | -14 | · | 7 |
| O=C(NCCc1cccc(Cl)c1)c1cc2c(s1)-c1ccccc1OC2 | -1 | -6 | 4 |
| O=C(c1ccco1)N1N=C(c2ccc(Cl)cc2)CC1c1ccco1 (stereo not drawn) | -4 | -2 | 6 |
| COC(=O)CN1C(=O)C2C3CCC(C3)C2C1=O (stereo not drawn) | 2 | -4 | 8 |
| O=C(Nc1ccccn1)c1cccc(S(=O)(=O)N2CCOCC2)c1 | -3 | -6 | -11 |
| CC(=O)c1ccc(S(=O)(=O)NCc2cccnc2)cc1 | 2 | 0 | -9 |
| Cc1ccc2scc(N3CCCCCC3)c(=O)c2c1 | -9 | -8 | 2 |
| O=C(Nc1nnc(SCc2ccccc2C(F)(F)F)s1)C1CCC1 | -5 | -6 | 6 |
| COCCOc1nc(-c2ccccc2F)n(-c2ccc(NC(=O)c3cccs3)cc2)n1 | -2 | -6 | 5 |
| O=C(c1cccnc1-c1cccc2ncccc12)N1CCCCC1 | -4 | -13 | 4 |
| Cc1cccc(/C(C#N)=C\c2cccn2C)c1 | -4 | · | 7 |
| CCOc1ncccc1C(=O)N1[C@@H]2CC[C@H]1CNC(=O)C2 | -7 | · | 17 |
| COc1cc(-c2cc(C(=O)NCCSCc3c(Cl)cccc3Cl)c3ccccc3n2)cc(OC)c1OC | -7 | -7 | 24 |
| Cc1cccc(C2(C(=O)N3CCN(S(=O)(=O)c4ccccc4C#N)CC3)CCC2)c1 | -4 | · | 3 |
| CCN(C(=O)NC(C)c1csc(C)n1)C1CCCCC1 (stereo not drawn) | -4 | · | 12 |
| CC(CO)NC(=O)c1cc(COc2cccc(C(F)(F)F)c2)[nH]n1 (stereo not drawn) | -1 | -9 | 20 |
| CCOC(=O)C1CCN(C(=O)c2ccc(CSc3nc(CC)cc(N(C)C)n3)cc2)CC1 | -3 | -7 | 1 |
| c1ccc(CN2CCC(NC3CCCN(c4nc5ccccc5s4)C3)CC2)nc1 (stereo not drawn) | -4 | · | 0 |
| COc1ccc(C)cc1NCCN1C(=O)CNC1=O | -1 | · | -1 |
| C=CCN(Cc1nccn1Cc1c(C)cc(C)cc1C)S(=O)(=O)c1ccc(C)cc1 | -7 | -8 | -1 |
| COc1cccc(C2C(=C(O)c3ccc(C)cc3)C(=O)C(=O)N2CCCN2CCOCC2)c1 (stereo not drawn) | -5 | -7 | 0 |
| COCCN(Cc1nc(C(=O)N2CCN(c3ccc(OC)cc3)CC2)cs1)C(=O)Nc1c(C)cccc1C | -6 | -4 | 20 |
| Cc1nc(C2CCCCN2c2cc(C(C)C)nc3ncnn23)no1 (stereo not drawn) | -7 | -11 | 5 |
| Cn1cc(C(CC(=O)N2CCN(C(c3ccccc3)c3ccccc3)CC2)c2cccc(C(F)(F)F)c2)c2ccccc21 (stereo not drawn) | -9 | -4 | -1 |
| COc1cccc(C(=O)Nc2cc(C3CC3)nn2-c2nc(C)cc(=O)[nH]2)c1OC | -8 | · | 3 |
| O=C(C1CCCCC1)N(Cc1cccnc1)c1nc2ccc(F)cc2s1 | -1 | -5 | 2 |
| Cc1ccc(-c2onc3c2CCCC3)cc1NC(=O)c1c(Cl)cc(Cl)cc1Cl | 1 | -5 | 1 |
| Cc1nc(C(F)(F)F)ccc1C(=O)N1CCN(c2nc3nccc(-c4ccc(C5CCCCC5)cc4)n3n2)CC1 | -6 | -5 | 5 |
| O=C(C1=Cc2cc(Cl)ccc2OC1)N1CC[C@H](CO)[C@@H](O)C1 | -4 | · | -4 |
| CCCCCCc1ccc(C(=O)N2CCN(C(=O)CSc3nnc(-c4ccco4)n3-c3cccc(C)c3)CC2C)cc1 (stereo not drawn) | -2 | -5 | 15 |
| CCOC(=O)N1CCN(C(c2cccnc2)c2c(O)cc(C)n(Cc3ccco3)c2=O)CC1 (stereo not drawn) | -6 | · | 8 |
| CCCCn1ccnc1-c1c(C)cc(O)cc1C | -4 | -11 | 0 |
| COCC(=O)Nc1ccc(Cl)cc1-c1nc2ccccc2[nH]1 | -7 | · | 0 |
| CCCNC(=O)c1nnc2n1CCN(C(=O)C1CC1)C2 | -6 | · | 6 |
| COc1cc(-c2cc(C(=O)N(C)CCc3ccccn3)c3ccccc3n2)cc(OC)c1OC | -6 | -5 | 0 |
| CCOC(=O)CNC(=O)N1CCN(c2nc(C(C)C)nc3sc(C)c(C)c23)CC1 | -5 | -4 | -17 |
| CCNC(=O)c1cn(CCc2ccccc2)cc(C(=O)N2CCCC(c3ccccc3)C2)c1=O (stereo not drawn) | -7 | -12 | 17 |
| COc1cccc(CCC(=O)N2CCc3c(CN4CCCC4)cccc32)c1OC | -12 | · | -7 |
| Nc1nonc1-c1nnnn1CC(=O)N1CCOCC1 | -2 | · | 3 |
| COC(=O)c1cccc(NC(=O)N2CC(=O)N3CC(C)c4ccccc4C3C2)c1 (stereo not drawn) | -11 | -6 | 26 |

From PubChem BioAssay
